Screening data as filed in PubChem.
OX1R antag-1: blocks the human orexin 1 receptor. O43613. CHO/OX1R cells, Fluo-8 calcium fluorescence, orexin A. inhibition, % at 5 µM. 0.43% of 330,000 active. AID 434989;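 active = inhibition above its plate's threshold, mean inhibition of all tested compounds on the plate plus 3 SD, cut at about 37% in these data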;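 also: 0% = orexin A challenge wells and 100% = SB-334867-A antagonist wells; not every result past the cut was called active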
Target sequence (O43613 whole entry, looked up): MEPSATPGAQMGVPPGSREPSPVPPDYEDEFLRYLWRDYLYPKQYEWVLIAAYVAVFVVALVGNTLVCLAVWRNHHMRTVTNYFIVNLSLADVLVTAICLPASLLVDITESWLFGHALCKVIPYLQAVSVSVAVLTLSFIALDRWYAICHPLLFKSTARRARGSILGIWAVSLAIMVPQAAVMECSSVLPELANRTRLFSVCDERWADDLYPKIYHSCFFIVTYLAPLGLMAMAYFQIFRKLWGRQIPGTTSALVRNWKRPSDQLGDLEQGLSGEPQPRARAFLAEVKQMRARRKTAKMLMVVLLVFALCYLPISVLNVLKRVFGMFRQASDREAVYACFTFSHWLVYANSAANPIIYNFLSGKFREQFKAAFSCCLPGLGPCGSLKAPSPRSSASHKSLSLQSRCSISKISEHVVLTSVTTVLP
OX1R antag-2: OX1R (human) antagonism. inhibition, % at 6.6 µM. AID 485270. OX1R-expressing cells, FRET antagonist read-out. 1.8% of 330,000 active; in the data active = inhibition mostly above about 38%, no sharp cut-off; inactive = mostly below about 40%;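 also: 0% = agonist challenge alone and 100% = reference antagonist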
STK33 kinase inh: blocks human STK33 kinase activity | Q9BYT3 | purified STK33, MBP phosphorylation, ADP-Glo luminescence | inhibition, % at 10 µM | 0.073% of 320,000 active | AID 2661;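 active = inhibition at or above 25%, using the most active replicate where run in duplicate; inactive = inhibition below 25%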
Target sequence (Q9BYT3 whole entry, looked up): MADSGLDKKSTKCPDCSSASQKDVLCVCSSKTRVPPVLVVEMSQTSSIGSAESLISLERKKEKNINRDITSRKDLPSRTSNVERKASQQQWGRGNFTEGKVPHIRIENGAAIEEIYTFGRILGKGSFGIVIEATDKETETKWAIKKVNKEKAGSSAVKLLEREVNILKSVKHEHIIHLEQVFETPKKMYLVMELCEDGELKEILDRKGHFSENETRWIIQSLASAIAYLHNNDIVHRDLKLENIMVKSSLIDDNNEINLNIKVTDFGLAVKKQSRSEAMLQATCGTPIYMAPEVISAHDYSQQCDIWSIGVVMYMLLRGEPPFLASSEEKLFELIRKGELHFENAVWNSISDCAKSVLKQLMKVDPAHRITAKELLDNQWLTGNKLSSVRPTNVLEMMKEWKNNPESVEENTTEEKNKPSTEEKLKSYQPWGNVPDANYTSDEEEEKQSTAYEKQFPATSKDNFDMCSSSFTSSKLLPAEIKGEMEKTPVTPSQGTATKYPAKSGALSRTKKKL
* hit, by the source's call; . = not tested or not shown.

Preview (2 entries):
SMILES | OX1R antag-1 | OX1R antag-2 | STK33 kinase inh
COc1ccc([N+](=O)[O-])cc1N(CC(=O)NC(C(C)C)C(C)C)S(C)(=O)=O | -17 | 30 | -1.0
CSc1ccccc1NC(=O)c1ccccn1 | -35 | 13 | -0.2

The whole of this part, previewed entries included:
SMILES | OX1R antag-1 | OX1R antag-2 | STK33 kinase inh
COc1ccc([N+](=O)[O-])cc1N(CC(=O)NC(C(C)C)C(C)C)S(C)(=O)=O | -17 | 30 | -1.0
CSc1ccccc1NC(=O)c1ccccn1 | -35 | 13 | -0.2
S=c1[nH]nc(-c2cc(-c3ccsc3)n[nH]2)n1-c1ccccc1 | -12 | 9 | -0.4
C#CCO[C@@H]1C[C@H](n2cnc3c(NC(=O)c4ccccc4)ncnc32)O[C@@H]1CO | -7 | 15 | 0.0
Fc1ccc(CN2CCSCC2)cc1F | -9 | 8 | -0.8
COC(=O)c1coc(-c2ccc(C)cc2)c1C(=O)OC | -20 | 12 | -1.1
Cc1c(CCC(C)C)c(-n2ccnc2C)n2c(nc3ccccc32)c1C#N | -26 | 18 | 0.1
Cc1cccc(C(=O)NCC(=O)NC(C)CCc2ccccc2)c1 (configuration not stated) | -23 | 44 | -0.8
COc1cccc(Nc2nc(NCCO)nc(N3CCCC3)n2)c1 | -28 | 25 | 3.6
Cc1csc(NC(=O)Nc2ccccc2[N+](=O)[O-])n1 | -13 | 56 | 0.9
O=C(C[n+]1cccc(Br)c1)c1ccc(-c2ccccc2)cc1 | -2 | 12 | -0.4
Cc1ccc(S(=O)(=O)N2CCCC2CNC(=O)C(=O)NCc2cccs2)cc1 (configuration not stated) | -25 | 13 | .
Cc1ccccc1NC(=S)NNc1ncc(C(F)(F)F)cc1Cl | -21 | 28 | 3.2
CCn1nc(C(=O)OCC(=O)Nc2ncc(Cl)c(C)c2Cl)c2ccccc2c1=O | -27 | 9 | -3.4
Cc1ccc(C(C(=O)NC2CCCCC2)N(C(=O)c2csnn2)c2ccccc2F)o1 (configuration not stated) | -18 | 51 | -1.7
O=C(CSc1nc2ccccc2[nH]1)c1ccccc1F | -17 | 13 | 1.0
O=[N+]([O-])c1ccccc1S(=O)(=O)N1CCSCC1 | -3 | -1 | -1.8
C/C(=N\NC(=O)c1ccc(-n2cnnn2)cc1)c1ccc(Cl)cc1 | -3 | 0 | 0.1
O=C(NC(Nc1ccc(F)cc1)(C(F)(F)F)C(F)(F)F)c1cccnc1 | -9 | 0 | -0.3
Cc1cc(C)c(C#N)c(SCc2cn3c(C)cccc3n2)n1 | -19 | 20 | -0.2

Next section, overlapping the part above by five compounds.
SMILES | OX1R antag-1 | OX1R antag-2 | STK33 kinase inh
O=C(CSc1nc2ccccc2[nH]1)c1ccccc1F | -17 | 13 | 1.0
O=[N+]([O-])c1ccccc1S(=O)(=O)N1CCSCC1 | -3 | -1 | -1.8
C/C(=N\NC(=O)c1ccc(-n2cnnn2)cc1)c1ccc(Cl)cc1 | -3 | 0 | 0.1
O=C(NC(Nc1ccc(F)cc1)(C(F)(F)F)C(F)(F)F)c1cccnc1 | -9 | 0 | -0.3
Cc1cc(C)c(C#N)c(SCc2cn3c(C)cccc3n2)n1 | -19 | 20 | -0.2
NS(=O)(=O)c1ccc(CNC(=O)c2ccc(S(=O)(=O)C(F)F)cc2)cc1 | -3 | 3 | 0.1
COC(=O)C(C)NS(=O)(=O)c1ccc(NC(C)=O)cc1 (configuration not stated) | -19 | 11 | -1.8
Cc1nc(NC(=O)c2ccccc2)sc1-c1csc(N)n1 | 30 | 96* | 5.0
O=C(NCc1ccccn1)c1ccc(OC2CCN(Cc3ccc(Cl)s3)CC2)cc1 | -26 | 2 | -1.4
Cc1ccc(NS(=O)(=O)c2ccc(-n3cccn3)cc2)cc1F | 1 | 7 | -3.0
O=C(COc1ccccc1)Nc1nc2ccccc2[nH]1 | -27 | 6 | 0.8
Cc1ccccc1OCC(=O)OCn1nnc2ccccc2c1=O | 1 | 3 | -0.9
Cc1ccc(SCC(=O)N(C)CC(=O)Nc2cccc(F)c2)cc1 | -18 | 6 | -0.5
CCC(=O)Nc1ccc(C(=O)Nc2cc(C)on2)cc1 | 4 | 23 | -1.5
C=CCN(c1ccccc1)S(=O)(=O)c1ccc(Cl)c(C(=O)OCC(=O)N(C)C2CCS(=O)(=O)C2)c1 (configuration not stated) | -33 | 3 | -2.9

Retrieved by structure from above, 3 records:
SMILES | OX1R antag-1 | OX1R antag-2 | STK33 kinase inh
Cc1cc(C)c(C#N)c(SCc2cn3c(C)cccc3n2)n1 | -19 | 20 | -0.2
O=C(NCc1ccccn1)c1ccc(OC2CCN(Cc3ccc(Cl)s3)CC2)cc1 | -26 | 2 | -1.4
COc1cccc(Nc2nc(NCCO)nc(N3CCCC3)n2)c1 | -28 | 25 | 3.6

New compounds follow.
SMILES | OX1R antag-1 | OX1R antag-2 | STK33 kinase inh
CCOC(=O)N1CCN(C(=O)CN(Cc2ccc(Cl)cc2)S(=O)(=O)c2ccccc2)CC1 | -29 | 4 | 0.4
Cc1cc2c(cc1S(=O)(=O)Nc1cccc(C)c1C)OCC(=O)N2 | -21 | 5 | 7.5
Cc1nn(Cc2ccc(Cl)cc2Cl)c(C)c1NC(=O)C1C2CCC(O2)C1C(=O)O (configuration not stated) | -17 | 8 | -0.5
N=c1n(CCc2ccccc2)c2ccccc2n1Cc1ccccc1F | 18 | 37 | 4.1
O=C(COC(=O)c1ccccc1Br)NC(=O)NCc1ccccc1 | -31 | 5 | -2.0
CCc1ccc(NC(=O)CCCNC(=O)Cn2cnc3sc(C)c(C)c3c2=O)cc1 | -25 | -13 | -0.5
CSC(SC)=C(C(C)=O)C(=O)c1ccc(C)cc1 | -12 | 19 | 0.4
CCOc1ccc(C2CC(c3cccc(C)c3)n3nc(N)nc3N2)cc1 (configuration not stated) | -7 | 8 | 0.5
COc1ccc(C(CNC(=O)c2cc3ccccc3cc2O)N2CCOCC2)cc1 (configuration not stated) | -21 | 5 | -1.0
CCC(NC(=O)c1ccccc1NC(=O)c1ccccc1)C(=O)OC (configuration not stated) | -21 | 11 | 0.0
COc1ccc(C2CC(c3ccc([N+](=O)[O-])cc3)=NN2C(=O)c2ccccc2)cc1OC (configuration not stated) | 2 | 9 | .
Cc1cc(C)n(C(=O)C23CC4CC(CC(C4)C2)C3)n1 | 1 | 2 | -0.7
CC(=O)Nc1c(C)nn(-c2ccc([N+](=O)[O-])cc2)c1C | -13 | 32 | -0.2
CCCN(CC(=O)Nc1ccccc1OC)C(=O)c1cc2ccccc2o1 | -26 | 12 | -0.9
O=C(CSc1ncnc2c1oc1ccccc12)N1CCN(c2ccccc2)CC1 | -7 | 11 | -0.5
COc1cccc(C(=O)c2c[nH]c(C(=O)NCCCN3CCOCC3)c2)c1 | -10 | 8 | .
CCc1nc2c(c(=O)[nH]1)C(CC)(CC)Cc1ccccc1-2 | 4 | 8 | -2.0
c1ccc(-n2cnc3ccccc32)cc1 | -15 | 10 | -1.3
CCOc1cc(/C=N/n2cnnc2)ccc1O | -10 | 10 | 1.4
COc1ccccc1C(=O)NCC(=O)n1nc(C)cc1C | 1 | 27 | -2.2
O=C(NCCSCc1ccco1)Nc1ccccc1 | -7 | 17 | -0.9
Cc1cc(C)c(C(=O)C(C)OC(=O)c2ccccn2)cc1C (configuration not stated) | -13 | 7 | -1.3
Cc1ccc(S(=O)(=O)Nc2nc(C)cc(NCCN)n2)cc1 | -4 | 7 | -0.4
COc1ccc(N(CC(=O)N2CCc3ccccc32)S(=O)(=O)c2c(C)nn(C)c2C)cc1 | -35 | 14 | 0.2
Cc1ccc(C)c(NCC(=O)c2ccc(Cl)cc2)c1 | -15 | 9 | -2.0
CCc1noc(C)c1C(=O)N1CCSC1=Nc1cccc(Cl)c1C | -27 | 18 | -1.4
OCCN=C(c1ccccc1)C12CN3CN(CN(C3)C1)C2 | 1 | 21 | -0.3
COCCNC(=O)C(=O)N/N=C(\C)CC(=O)Nc1cccc(C(F)(F)F)c1 | -14 | 15 | 0.3
CCCCOc1ccc(C(=O)NCC(=O)NCCOc2ccccc2)cc1 | -26 | 5 | 0.0
COc1ccccc1-n1c(C)nc2cc(C(=O)O)ccc21 | -1 | 0 | -1.4
COc1ccc(NC(=O)c2cccc(C(=O)Nc3ccc(OC)cc3)n2)cc1 | -22 | 5 | -0.7
CCOC(=O)c1ccc(NC(=O)Nc2ccc(Cl)cn2)cc1 | -16 | 18 | -0.9
N#C/C(=C\c1cn(CCOc2ccccc2)c2ccccc12)C(=O)NCC1CCCO1 (configuration not stated) | 12 | 16 | -1.5
COc1ccc(CCNS(=O)(=O)c2ccc3c(c2)OCCO3)cc1 | -6 | 19 | 0.4
CCOc1ccccc1NC(=O)C1C2C=CC(C2)C1C(=O)O (configuration not stated) | 5 | 4 | -1.9
CC1CCN(c2nnc(-c3cccs3)c3ccccc23)CC1 | -27 | 25 | -0.3
COc1ccc(NC(=O)CCc2nc3ccccc3s2)c(OC)c1 | -23 | 11 | -0.6
N#Cc1ccccc1OCC(=O)NNC(=O)CNC(=O)c1cccc(Br)c1 | -11 | 7 | -0.1
CCOC(=O)C(C)n1cnc2c(nnn2Cc2ccc(Cl)cc2)c1=O (configuration not stated) | -14 | 20 | -0.8
CN(/C=C/C(=C/C=[N+](C)c1ccccc1)OCCCS(=O)(=O)[O-])c1ccccc1 | -18 | 2 | 0.6
CCOC(=O)c1cccc(NC(=O)C2CCN(c3ncnc4c3nc3n4CCCCC3)CC2)c1 | -29 | 7 | -1.0
CC(/C=N/Nc1ncc(C)c(=O)[nH]1)=C\c1ccccc1 | 11 | 34 | -1.4
COc1ccc(NC(=O)CCS(=O)(=O)c2ccc3c(c2)NC(=O)C(C)S3)cc1OC (configuration not stated) | -19 | 5 | -0.8
CC(=O)NC(CC(=O)NNC(=O)c1cc2ccccc2cc1O)c1ccccc1 (configuration not stated) | -2 | 44 | -0.3
CN(C(=O)c1ccccc1)C1c2c(ccc3ccccc23)OCC1CO (configuration not stated) | -34 | 2 | -1.4
O=C(CCn1c(=O)c2cccn2c2ccc(F)cc21)NCc1cccc(F)c1 | -25 | 7 | -0.4
Cc1cc(NS(=O)(=O)c2ccc(NC(=O)C(C(C)C)N3C(=O)c4ccccc4C3=O)cc2)nc(C)n1 (configuration not stated) | -19 | 38 | 0.3
O=C(NC(=S)N1CCc2ccccc21)C1CCC1 | -15 | 22 | 0.3
O=C(Nc1nccs1)c1cccc(NC(=O)C2CC2)c1 | -27 | 23 | -0.3
O=[N+]([O-])c1cc(S(=O)(=O)N2CCCC2)ccc1NN=C1CCCC1 | -17 | 20 | -2.4

Carrying on:
SMILES | OX1R antag-1 | OX1R antag-2 | STK33 kinase inh
CCN(C(=O)c1cn(CC)c(=O)c2cc(OC)c(OC)cc12)c1ccccc1C | -24 | 17 | -2.3
CCN(CCCNC(=O)CN(C)S(=O)(=O)c1cccc2nsnc12)c1cccc(C)c1 | -33 | 34 | -1.4
Cc1cccc(C)c1OCCOC(=O)c1n[nH]c2ccccc12 | -18 | 13 | -2.8
CCOc1ccc(NS(=O)(=O)c2cc(C(=O)NCCCN3CCOCC3)ccc2C)cc1 | -27 | 0 | -1.4
CC1CCC(=O)N(CCC#N)CC1 (configuration not stated) | 4 | 3 | 0.2
CC1(C)CC(NCc2ccncc2)CC(C)(C)N1 | -11 | 3 | -0.2
COc1ccc(NC(C)=O)cc1NC(C)C(=O)Nc1cc(C(F)(F)F)ccc1N1CCOCC1 (configuration not stated) | -10 | 9 | 0.5
OCCN1CCN(Cc2ccc3ccccc3c2)CC1 | 16 | 15 | -2.7
Nc1nc(N)nc(-c2cccc(Cl)c2Cl)n1 | 9 | 15 | 1.3
CCNc1ccc(C(=O)OCC)cc1NC(=O)c1cc(S(=O)(=O)N2CCOCC2)ccc1C | -33 | 15 | -0.3
COc1ccc(C(=O)N=c2sc3ccccc3n2C)cc1OC | -6 | 57 | -0.3
O=C(COC(=O)Cc1ccc(F)cc1)NC(=O)c1ccccc1 | -7 | 5 | -1.3
Nc1nonc1-n1nnc(C(=O)N/N=C/c2cccc(Cl)c2)c1CSc1ccc(Cl)cc1 | -5 | 20 | .
O=C(c1ccco1)N1CCN(c2nc(C3CC3)nc3c2nnn3Cc2ccccc2Cl)CC1 | -32 | 10 | 1.8
Cc1noc(C)c1S(=O)(=O)N1CCC(C(=O)c2ccccc2)CC1 | -27 | 7 | -3.6
COc1nc(N2CCOCC2)nc(C)c1[N+](=O)[O-] | 1 | 9 | 1.0
COc1ccc(NC(=O)CN(C)S(=O)(=O)c2cnc[nH]2)cc1OC | 6 | 12 | -0.3
CCN(C[C@H]1N[C@@](Cc2ccccc2)(C(=O)OC)[C@H]2C(=O)N(C)C(=O)[C@@H]12)S(=O)(=O)c1ccc(OC(F)(F)F)cc1 | -23 | -2 | -0.8
CCC(C)[C@H]1CN=C(N)N1CCCc1cc(OC)c(OC)c(OC)c1 (some centres not stated) | -8 | 45 | -0.5
COc1ccc(C(=O)N[C@H](C(=O)NCCCSc2ccccc2)C(C)C)cc1 | -30 | 18 | -0.2
C/C(N)=C(/C#N)C(=O)CSc1nnc(-c2ccc(OC(F)F)cc2)o1 | -17 | 6 | -0.5
CCCCOc1ccc(C(=O)NCc2ccccn2)cc1 | -29 | 20 | -1.0
COCCn1cnc2c1c(=O)n(CC(=O)O)c(=O)n2Cc1ccccc1 | -10 | 1 | -0.9
CC(=O)OC1CC2(C)C(=O)CCC2C2CCc3cc(O)ccc3C12 (configuration not stated) | 5 | 8 | -1.6
C=CC[C@@H](CC(=O)N[C@@H](CO)Cc1ccccc1)C(=O)N[C@H](C)COC(=O)[C@@H](CC=C)Cc1ccc(F)cc1 | -29 | 8 | 0.1
Cc1cc(C)c(C#N)c(SCCS(=O)(=O)c2ccc(Cl)cc2)n1 | -32 | 29 | -0.9
Cc1ccccc1C(=O)Nc1ccnn1C1CCN(C(=O)c2cnsn2)CC1 | -29 | -3 | -1.2
